# Bioassay records from PubChem.
# tim23-1 inh: inhibits growth of tim23-1 mutant yeast; inhibition, % at 20 µM; actives 1.3% (n = 330,000); S. cerevisiae tim23-1 growth, BacTiter-Glo luminescence, 24 h;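 active = growth inhibition of the mutant yeast at or above 50%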;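 note: temperature-sensitive mutant grown at 25 °C; plate controls were DMSO-treated mutant yeast for no effect and medium wells lacking yeast for full effect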
# TIM10 inh: inhibits growth of TIM10 yeast strain; S. cerevisiae TIM10 strain growth, BacTiter-Glo luminescence, 24 h; inhibition, % at 10 µM; actives 1.4% (n = 330,000);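 active = inhibition of 40% or more at the single tested concentration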;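 note: wild-type TIM10 isogenic control strain grown at permissive 25 °C; 0% = DMSO yeast wells and 100% = minimal medium wells without yeast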
# NLRP3 yeast inh: blocks the NALP3 inflammasome reconstituted in yeast. Yeast reconstituted NLRP3/ASC/caspase-1, beta-gal luminescence, 24 h. inhibition, % at 10 µM. actives 0.39% (n = 330,000);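 active = inhibition of 50% or more; inactive = inhibition below 50%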;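 note: plate controls were induced DMSO wells for no effect and uninduced yeast grown without galactose for full effect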
# Mdm2 MdmX PPI: inhibitors of human Mdm2/MdmX interaction. inhibition, % at 8 µM. O15151+Q00987. SaOS-2 split-luciferase Mdm2/MdmX complementation, luminescence. actives 3% (n = 330,000);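 active = inhibition of at least 50% at 8 µM in the primary screen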
# tim10-1 inh: growth inhibitors of tim10-1 mutant yeast | actives 2.2% (n = 330,000) | inhibition, % at 20 µM | S. cerevisiae tim10-1 ts strain growth, BacTiter-Glo, 24 h;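 active = inhibition of at least 40%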;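 note: mutant grown at 25 °C; 0% = DMSO wells with yeast and 100% = wells holding no yeast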
# CHOP UPR activ: apoptotic UPR (CHOP) activation; CHO-CHOP luciferase reporter, luminescence; percent of tunicamycin response over DMSO baseline; activation, % at 10 µM; actives 0.34% (n = 330,000);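 active = at 10 µM dose, activation of 40% or more, normalized to positive control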;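 note: 100% = tunicamycin at 10 µg/mL and 0% = DMSO alone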
#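 Dosing – one dose, 10 µM in 0.5% DMSO · System – CHO-CHOP cells, stable luciferase reporter of PERK-eIF2a-CHOP signalling · Input – 500 cells/well · Control set – tunicamycin 10 µg/mL final as positive, DMSO-only wells as negative · Timing – 6 h compound treatment, 37 °C · Measure – % activation vs tunicamycin · Technique – luminescence read with Steady-Glo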
# UPR XBP1 act: activators of adaptive arm of unfolded protein response (XBP1); actives 0.33% (n = 330,000); AID 463104; CHO-XBP1 luciferase reporter, IRE1-XBP1 UPR activation, luminescence; percent of tunicamycin response, DMSO as zero; activation, % at 20 µM;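 active = versus positive control, 20 µM dose yields 30% or more activation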;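 note: 100% = tunicamycin at 10 µg/mL and 0% = DMSO only wells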
#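 Material: IRE1-XBP1 luciferase reporter CHO line / Quantity: one thousand reporter cells per well / Buffer or medium: F12 with 10% serum / Compound: 20 µM single concentration, DMSO 1% / Times: 6 h treatment, 37 °C / Detection: Steady-Glo luciferase glow luminescence, 10 min after reagent addition / Benchmarks: tunicamycin high, DMSO low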
# APJ agonist: activates the human apelin receptor APJ | CHO-K1 APJ PathHunter beta-arrestin, luminescence; 0% DMSO wells, 100% apelin | actives 0.11% (n = 330,000) | P35414 | AID 2520 | activation, % at 20 µM;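 active = activation more than six SD over the plate average, tested at 20 µM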;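 note: 0% = DMSO alone and 100% = apelin-13 at 10 nM; some results filed as inactive read as strong as hits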
# Target sequence (P35414 whole entry, looked up): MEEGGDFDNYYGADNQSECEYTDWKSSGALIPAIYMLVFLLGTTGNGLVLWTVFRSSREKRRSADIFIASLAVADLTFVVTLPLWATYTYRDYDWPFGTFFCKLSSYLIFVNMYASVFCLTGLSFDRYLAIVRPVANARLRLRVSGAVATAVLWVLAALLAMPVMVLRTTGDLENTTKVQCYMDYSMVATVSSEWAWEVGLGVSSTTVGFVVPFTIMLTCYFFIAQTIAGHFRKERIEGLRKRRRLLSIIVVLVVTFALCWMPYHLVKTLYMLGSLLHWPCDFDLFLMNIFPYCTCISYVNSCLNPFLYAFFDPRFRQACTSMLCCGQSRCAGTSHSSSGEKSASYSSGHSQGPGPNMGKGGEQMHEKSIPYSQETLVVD
#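 Incubation: overnight seeding, 90 min compound at 25 °C, 1 h detection; test system: PathHunter CHO-K1 APJ (AGTRL-1) beta-arrestin reporter cells; amount: 1000 cells/well; doses: one dose, 20 µM compound, 1% DMSO; measured by: beta-gal luminescence; measure: agonist-driven arrestin binding to APJ; benchmarks: negative DMSO alone, positive Apelin-13 at 10 nM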
# NR3A LBD binder: modulates the human NR3A ligand-binding domain. NR3A LBD differential scanning fluorimetry, Tm shift; 0% = protein alone, 100% = glycine-bound protein. Tm shift relative to glycine control, % at 25 µM. actives 2.5% (n = 340,000);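 active = melting temperature shift of at least 10% of the positive control shift, at one fixed dose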
# * = called active by the depositor.
1: COc1ccc(N2CCN(C(c3ccccc3)c3nnnn3Cc3ccc(F)cc3)CC2)cc1 (stereo not drawn)
2: CC(C)C(NC(=O)OCc1ccccc1)C(=O)OCC(=O)N1C(C)CCCC1C (stereo not drawn)
3: COCCCn1c(SCc2ccccc2)nc2cc(OC)c(OC)cc2c1=N
4: CCc1ccc(-n2cc(-c3ccc(F)cc3)[n+]3c2SCCC3)cc1
5: CCOc1ccc(-c2[nH]ncc2-c2ccccc2)c(O)c1
Assay by compound | 1 | 2 | 3 | 4 | 5
tim23-1 inh | 38.8 | 3.1 | 13.1 | 24.7 | 29.9
TIM10 inh | 20.8 | 8.5 | 10.4 | 23.7 | 10.3
NLRP3 yeast inh | 6.0 | 18.8 | 5.2 | -1.3 | 6.2
Mdm2 MdmX PPI | -3.4 | 13.6 | 18.9 | 24.0 | 30.8
tim10-1 inh | 34.9 | -14.1 | 29.4 | 39.2 | 15.0
CHOP UPR activ | -0.7 | -3.5 | -0.1 | -0.4 | 0.1
UPR XBP1 act | -0.8 | 0.7 | 1.3 | 0.7 | -0.3
APJ agonist | 2.0 | -2.8 | -2.4 | 1.1 | -1.1
NR3A LBD binder | -3.0 | -0.1 | -7.7 | -1.8 | -1.4

6: Cc1ccc2c(CC(=O)OC3CCOC3=O)coc2c1 (stereo not drawn)
7: CN(CC(=O)Nc1ccc(F)cc1)C(=O)COC(=O)CN1C(=O)NC2(CCCC2)C1=O
8: COc1ccc(/C=C/c2onc(C)c2S(=O)(=O)N2CCC(C(=O)N3CCCCCC3)CC2)cc1
9: O=C(COC(=O)C1CC1)Nc1nc(-c2ccc(F)c(F)c2)cs1
10: O=C(O)CCS(=O)(=O)Cc1ccccc1Cl
Assay by compound | 6 | 7 | 8 | 9 | 10
tim23-1 inh | 22.5 | -3.4 | 23.4 | 15.5 | -6.7
TIM10 inh | -7.0 | -2.8 | 14.2 | 14.1 | -0.7
NLRP3 yeast inh | 14.3 | -0.2 | -2.2 | 6.2 | -4.0
Mdm2 MdmX PPI | 1.9 | -0.5 | 21.6 | -15.1 | 17.6
tim10-1 inh | 6.6 | 5.8 | 7.6 | 14.8 | -10.8
CHOP UPR activ | -0.3 | 1.8 | -2.2 | 3.9 | -1.7
UPR XBP1 act | -1.4 | 0.2 | -1.7 | 4.5 | -3.6
APJ agonist | 6.5 | 1.1 | 4.0 | 4.1 | -3.4
NR3A LBD binder | -1.2 | -0.9 | -12.0 | -2.0 | 4.2

11: O=Nc1c(O)[nH]c2ccc(Cl)cc12
12: CCCCNC(=O)C1Cc2cc(S(=O)(=O)N3CCCC3)ccc2N1C(C)=O (stereo not drawn)
13: NC(=O)C1CCN(C(=O)c2cc3c(s2)CCCCC3)CC1
14: CC(=O)Nc1ccc2nsnc2c1
15: Cc1nn(CC(=O)NC(C)c2ccccc2)c(C)c1[N+](=O)[O-] (stereo not drawn)
Assay by compound | 11 | 12 | 13 | 14 | 15
tim23-1 inh | 3.9 | -4.3 | 14.9 | 12.8 | -5.5
TIM10 inh | -4.2 | 0.3 | 0.4 | -6.0 | 1.7
NLRP3 yeast inh | 13.5 | 7.9 | 3.6 | 8.3 | 1.9
Mdm2 MdmX PPI | 33.3 | 5.4 | -28.6 | 12.2 | 2.6
tim10-1 inh | -1.2 | -11.3 | -0.3 | -8.9 | 8.7
CHOP UPR activ | 1.1 | -0.4 | 4.4 | 0.9 | 1.6
UPR XBP1 act | 1.1 | -2.8 | 1.4 | -2.7 | -2.6
APJ agonist | -0.9 | -1.4 | -2.8 | -3.0 | -1.6
NR3A LBD binder | -0.4 | -0.7 | -1.6 | -0.1 | -2.5

16: COc1ccc(CN(Cc2cccn2C)C(=O)c2cc3cc(OC)ccc3[nH]2)cc1
17: CCCc1ccc(C(=O)NNC(=O)c2ccc(Cl)cc2)cc1
18: CCCCCCSc1nnc2[nH]c(=O)cc(N)n12
19: CCOC(=O)C1CCN(C(=O)c2cc3c(=O)n4ccccc4nc3s2)CC1
20: CC(C)CN1C(Nc2ccccc2)=NC[C@@H]1C
Assay by compound | 16 | 17 | 18 | 19 | 20
tim23-1 inh | 25.8 | -12.4 | 5.8 | 12.7 | 4.7
TIM10 inh | 20.8 | -9.7 | -4.0 | 8.0 | -8.6
NLRP3 yeast inh | 27.2 | 18.3 | -4.7 | 12.2 | 22.7
Mdm2 MdmX PPI | 22.6 | 0.9 | 14.9 | 0.2 | 24.9
tim10-1 inh | 26.1 | -19.1 | 6.0 | -1.1 | -16.0
CHOP UPR activ | -1.8 | 0.3 | -1.4 | 3.6 | -2.4
UPR XBP1 act | -3.5 | 2.7 | -3.2 | 0.9 | 1.1
APJ agonist | 5.2 | 4.2 | 0.7 | -6.0 | -4.5
NR3A LBD binder | -1.7 | -1.1 | -0.8 | 0.3 | -2.3

21: C=CCn1c(Cc2c(C)[nH]c3ccccc23)nnc1SCC(=O)NCc1ccc(F)cc1
22: COc1cc(=O)[nH]c(SC(C)C(=O)Nc2ccc3ccccc3c2)n1 (stereo not drawn)
23: CCC(=O)Nc1ccccc1Sc1ncnc2scc(-c3ccccc3)c12
24: CNC(=S)NNC(=O)c1ccc(=O)n(Cc2cccc(C(F)(F)F)c2)c1
25: COc1cccc(NC(=O)CN(C)C(=O)C(CCSC)NC(=O)c2ccco2)c1 (stereo not drawn)
26: COc1ccccc1C1CCN(Cc2cccc3ccccc23)CC1
Assay by compound | 21 | 22 | 23 | 24 | 25 | 26
tim23-1 inh | -0.3 | -9.3 | 56.9* | -9.4 | 8.0 | 1.5
TIM10 inh | -6.4 | -11.5 | 43.1* | 1.7 | 14.5 | 2.6
NLRP3 yeast inh | -6.3 | 13.1 | 9.6 | 19.4 | 14.4 | 16.9
Mdm2 MdmX PPI | 5.5 | 14.6 | 21.7 | 19.9 | -30.4 | 9.7
tim10-1 inh | -6.1 | -23.3 | 32.5 | -9.5 | -5.9 | 8.5
CHOP UPR activ | -0.8 | -0.2 | -1.8 | -1.0 | -1.2 | -1.6
UPR XBP1 act | -4.1 | 0.5 | -1.8 | -2.0 | -3.8 | 0.6
APJ agonist | -2.4 | -2.8 | -2.2 | -2.2 | -2.6 | -2.1
NR3A LBD binder | -4.2 | -12.9 | 0.3 | -1.0 | 2.5 | 2.1

# Four of the entries above in order of the NR3A LBD binder value, ascending:
nr	molecule	NR3A LBD binder
8	COc1ccc(/C=C/c2onc(C)c2S(=O)(=O)N2CCC(C(=O)N3CCCCCC3)CC2)cc1	-12.0
3	COCCCn1c(SCc2ccccc2)nc2cc(OC)c(OC)cc2c1=N	-7.7
13	NC(=O)C1CCN(C(=O)c2cc3c(s2)CCCCC3)CC1	-1.6
7	CN(CC(=O)Nc1ccc(F)cc1)C(=O)COC(=O)CN1C(=O)NC2(CCCC2)C1=O	-0.9

# Six entries picked at random from those above:
16: COc1ccc(CN(Cc2cccn2C)C(=O)c2cc3cc(OC)ccc3[nH]2)cc1
21: C=CCn1c(Cc2c(C)[nH]c3ccccc23)nnc1SCC(=O)NCc1ccc(F)cc1
1: COc1ccc(N2CCN(C(c3ccccc3)c3nnnn3Cc3ccc(F)cc3)CC2)cc1 (stereo not drawn)
2: CC(C)C(NC(=O)OCc1ccccc1)C(=O)OCC(=O)N1C(C)CCCC1C (stereo not drawn)
17: CCCc1ccc(C(=O)NNC(=O)c2ccc(Cl)cc2)cc1
15: Cc1nn(CC(=O)NC(C)c2ccccc2)c(C)c1[N+](=O)[O-] (stereo not drawn)
Assay by compound | 16 | 21 | 1 | 2 | 17 | 15
tim23-1 inh | 25.8 | -0.3 | 38.8 | 3.1 | -12.4 | -5.5
TIM10 inh | 20.8 | -6.4 | 20.8 | 8.5 | -9.7 | 1.7
NLRP3 yeast inh | 27.2 | -6.3 | 6.0 | 18.8 | 18.3 | 1.9
Mdm2 MdmX PPI | 22.6 | 5.5 | -3.4 | 13.6 | 0.9 | 2.6
tim10-1 inh | 26.1 | -6.1 | 34.9 | -14.1 | -19.1 | 8.7
CHOP UPR activ | -1.8 | -0.8 | -0.7 | -3.5 | 0.3 | 1.6
UPR XBP1 act | -3.5 | -4.1 | -0.8 | 0.7 | 2.7 | -2.6
APJ agonist | 5.2 | -2.4 | 2.0 | -2.8 | 4.2 | -1.6
NR3A LBD binder | -1.7 | -4.2 | -3.0 | -0.1 | -1.1 | -2.5

# The order is random; 8.2% or so of the library scored in one or more.
